Source: PubChem (Broad Institute)
RAD52 inh = RAD52 DNA annealing inhibitors, primary screen, biochemical, FRET, single point, set 2; DNA repair protein RAD52 homolog (Homo sapiens), P43351; recombinant RAD52 DNA annealing, FRET fluorescence; inhibition, % at 18.7 µM; 360,000 compounds, 0.46% hits; AID 651710, 2012;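 active = every replicate showing at least 50% inhibition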
ERAP1 inh = human ERAP1 aminopeptidase inhibitors, primary screen, biochemical, single point, plate reader | Endoplasmic reticulum aminopeptidase 1 (Homo sapiens), Q9NZ08 | recombinant ERAP1, Leu-AMC fluorescence, 60 min | inhibition, % at 10.7 µM | 340,000 compounds, 0.15% hits;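 active = mean replicate inhibition of at least 30%, or all replicates individually reaching that 30% level; inactive = mean below 30% and not every replicate reaching it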;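 note: 0% = neutral control wells and 100% = L-leucinethiol positive control wells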
Target sequence (Q9NZ08 whole entry, looked up): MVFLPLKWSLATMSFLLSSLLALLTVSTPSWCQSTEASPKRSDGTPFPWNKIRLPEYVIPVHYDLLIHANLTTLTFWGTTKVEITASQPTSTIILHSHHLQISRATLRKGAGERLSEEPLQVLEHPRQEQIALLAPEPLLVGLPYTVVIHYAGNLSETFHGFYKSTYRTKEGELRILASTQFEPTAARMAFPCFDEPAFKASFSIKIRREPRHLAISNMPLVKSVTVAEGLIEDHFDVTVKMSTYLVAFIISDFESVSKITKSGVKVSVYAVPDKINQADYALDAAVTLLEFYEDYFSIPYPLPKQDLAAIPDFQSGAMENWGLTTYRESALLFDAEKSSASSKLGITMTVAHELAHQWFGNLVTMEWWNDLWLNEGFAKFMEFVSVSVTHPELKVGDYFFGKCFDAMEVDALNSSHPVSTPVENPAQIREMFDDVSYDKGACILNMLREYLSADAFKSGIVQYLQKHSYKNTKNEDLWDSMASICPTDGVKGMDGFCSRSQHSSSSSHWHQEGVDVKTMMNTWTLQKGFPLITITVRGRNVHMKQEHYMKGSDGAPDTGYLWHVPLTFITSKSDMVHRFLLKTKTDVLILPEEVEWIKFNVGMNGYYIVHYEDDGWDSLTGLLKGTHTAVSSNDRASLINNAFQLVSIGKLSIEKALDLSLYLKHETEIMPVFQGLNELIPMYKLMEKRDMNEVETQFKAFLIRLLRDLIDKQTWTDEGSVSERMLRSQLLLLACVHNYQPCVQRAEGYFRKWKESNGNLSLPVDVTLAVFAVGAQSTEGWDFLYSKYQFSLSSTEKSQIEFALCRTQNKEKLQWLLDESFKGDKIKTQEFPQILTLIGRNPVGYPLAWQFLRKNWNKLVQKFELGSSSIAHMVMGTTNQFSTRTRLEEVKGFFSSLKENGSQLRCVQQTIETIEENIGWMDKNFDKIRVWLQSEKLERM
Numbers without * were called inactive; i = inactive.

Start of the listing, in advance, 14 compounds:
SMILES	RAD52 inh	ERAP1 inh
NC(=O)C12NC(Cc3ccccc31)c1ccccc12 (stereo not drawn)	-6.6	-3.8
CCCCCCn1c(=O)[nH]c2nc3cc(N)c(C)cc3nc2c1=O	-471.2	-3.1
N=C(c1ccc([N+](=O)[O-])cc1)N1CCCCC1	-3.7	-4.7
COc1cc2c(cc1NC(=O)C(C)OC(=O)c1ccc(S(=O)(=O)Nc3ccccc3Cl)cc1)oc1ccccc12 (stereo not drawn)	-12.0	-2.1
CCOc1cc(/C=N/O)ccc1OCC(=O)Nc1cccc(C)c1	-13.3	1.6
Cc1cccc(CC(C)NC(=O)CCc2nnc(CCCCc3ccccc3)o2)n1 (stereo not drawn)	-7.6	-1.9
O=C(/C=C/c1cccs1)NC1CC1	1.9	1.2
S=C(NC1CCCC1)N1CCN(c2ncccn2)CC1	-2.0	4.9
CC(=O)c1ccc(N2CCN(C(=S)Nc3ccc(Cl)c(Cl)c3)CC2)cc1	-20.2	-2.7
CN1CCC(NCCC(c2ccc(F)cc2)c2ccc(Cl)cc2)CC1 (stereo not drawn)	28.8	5.7
CN1C(=O)NC(c2ccc(O)cc2)C2=C1CN(c1ccc(O)cc1)C2=O (stereo not drawn)	-1.0	4.1
CC(C)OC(=O)CSc1nnc2c3ccccc3n(C)c2n1	-9.2	0.3
CCCCSC1=C(C#N)C(c2ccccc2C)C(C(=O)OCC)C(=O)N1 (stereo not drawn)	1.6	5.6
Clc1ccc(-c2nnc(-c3ccco3)nc2N2CCCCC2)cc1	8.6	2.4

The listing, from the first entry:
SMILES	RAD52 inh	ERAP1 inh
NC(=O)C12NC(Cc3ccccc31)c1ccccc12 (stereo not drawn)	-6.6	-3.8
CCCCCCn1c(=O)[nH]c2nc3cc(N)c(C)cc3nc2c1=O	-471.2	-3.1
N=C(c1ccc([N+](=O)[O-])cc1)N1CCCCC1	-3.7	-4.7
COc1cc2c(cc1NC(=O)C(C)OC(=O)c1ccc(S(=O)(=O)Nc3ccccc3Cl)cc1)oc1ccccc12 (stereo not drawn)	-12.0	-2.1
CCOc1cc(/C=N/O)ccc1OCC(=O)Nc1cccc(C)c1	-13.3	1.6
Cc1cccc(CC(C)NC(=O)CCc2nnc(CCCCc3ccccc3)o2)n1 (stereo not drawn)	-7.6	-1.9
O=C(/C=C/c1cccs1)NC1CC1	1.9	1.2
S=C(NC1CCCC1)N1CCN(c2ncccn2)CC1	-2.0	4.9
CC(=O)c1ccc(N2CCN(C(=S)Nc3ccc(Cl)c(Cl)c3)CC2)cc1	-20.2	-2.7
CN1CCC(NCCC(c2ccc(F)cc2)c2ccc(Cl)cc2)CC1 (stereo not drawn)	28.8	5.7
CN1C(=O)NC(c2ccc(O)cc2)C2=C1CN(c1ccc(O)cc1)C2=O (stereo not drawn)	-1.0	4.1
CC(C)OC(=O)CSc1nnc2c3ccccc3n(C)c2n1	-9.2	0.3
CCCCSC1=C(C#N)C(c2ccccc2C)C(C(=O)OCC)C(=O)N1 (stereo not drawn)	1.6	5.6
Clc1ccc(-c2nnc(-c3ccco3)nc2N2CCCCC2)cc1	8.6	2.4
O=C(NCc1ccccn1)C(=O)NCc1ccccn1	-13.2	-1.8
Cc1cccc(/C(N)=N/OC(=O)Cc2cccc3ccccc23)c1	-14.0	0.0
Cc1ccccc1NS(=O)(=O)c1ccc(-c2ccc(=O)[nH]n2)o1	-17.6	2.4
Cc1c([N+](=O)[O-])c(C(=O)N2CCCC2)nn1C	-2.3	1.8
O=C(CN1CCOCC1)Nc1cccc(S(=O)(=O)N2CCCCCC2)c1	-8.9	5.5
COc1ccc(-n2c(=O)c3ccccc3n(Cc3ccccc3F)c2=O)cc1OC	-3.5	-4.4
CC(OC(=O)/C=C/c1ccccc1)C(=O)Nc1cccc(C#N)c1 (stereo not drawn)	-10.3	1.6
Cc1noc(C)c1S(=O)(=O)Nc1cc(C(F)(F)F)ccc1N1CCOCC1	-8.1	-5.1
COC(=O)c1c(C)[nH]c(C(=O)N2CCN(c3ccc(OC)cc3)CC2)c1C	-0.5	-1.9
Cc1ccc(-n2c(Cn3nc(C(F)F)cc3C(F)F)n[nH]c2=S)cc1	3.8	2.4
Cn1c(CNc2cccc(Cl)c2)nnc1SCC#N	4.1	-2.8
CN1CCN(C(c2ccc(C(F)(F)F)cc2)c2cc(Cl)c3cccnc3c2O)CC1 (stereo not drawn)	0.1	0.7
N#C/C(=N\Nc1ccccc1)C(=N)N1CCOCC1	-25.7	2.7
O=C1c2cccc3cccc(c23)C(=O)N1OS(=O)(=O)c1ccc(Br)cc1	-0.9	1.7
Cc1cc(CNC(=O)COc2ccccc2F)c2ccccc2n1	-1.7	-0.8
CCn1ccnc1CN(C)C(=O)CCc1nnc(CCCc2ccccc2)o1	-2.4	-7.8
COc1cccc(NC(=O)c2ccc3c(SCC(=O)O)c4c(nc3c2)CCCC4)c1	-14.2	-20.4
CC1CCc2c(sc(NC(=O)CSc3nc(N)cc(=O)[nH]3)c2C(N)=O)C1 (stereo not drawn)	-6.8	-2.2
CCOC(=O)c1cc(=O)[nH]c2ccccc12	-8.9	-0.8
COC(=O)C1=C(C)NC(C)=C(C(=O)OC)C1C(=O)OCc1nnc(-c2ccccc2)o1	-4.1	1.7
COc1cccc(C(=O)Nc2ccc(C(=O)NCC(C)C)cc2)c1	-1.2	-1.5
Cc1cccc(Nc2nc(N3CCN(C)CC3)nc(N)c2[N+](=O)[O-])c1	0.3	-1.8
CCCCCCCCN1C(=O)[C@H](CC(=O)NCc2cccc(C(F)(F)F)c2)C[C@@]2(C(=O)OC)CCCCC=C12	-16.1	-1.9
O=c1[nH]c(=O)c2cc([N+](=O)[O-])cc([N+](=O)[O-])c2[nH]1	-0.5	1.1
COc1ccc(NC(=O)NCc2ccco2)c(OC)c1	3.7	-1.4
COc1ccc(C(=O)CSc2nnc(-c3ccco3)c(-c3ccco3)n2)cc1	-32.8	3.3
CCCNC(=O)/C=C/C(=O)O	-1.4	-0.5
COc1cc(CC(=O)OCn2nnc3ccccc3c2=O)cc(OC)c1OC	-10.0	2.9
O=[N+]([O-])c1ccc(Cl)cc1N1CCCCC1	-2.2	-3.1
Cn1c(CNc2cccc(C(F)(F)F)c2)n[nH]c1=S	14.3	-2.2
COc1ccccc1/C=N/NC(=O)CSc1ccc2ccccc2n1	-19.2	-0.4
O=C(Nc1nc2ccccc2[nH]1)c1ccccc1[N+](=O)[O-]	-8.9	3.7
Cc1ccc(NC(=S)NCc2ccc3c(c2)OCO3)cc1C	-22.3	-2.4
COc1ccc(N2CCN(CCCn3c(=S)[nH]c4ccccc4c3=O)CC2)cc1	-5.1	-3.0
O=C(c1cccc(Br)c1)c1conc1C(=O)c1ccco1	-6.7	-2.5
Cc1ccc2cc(/C=C(\C#N)C(N)=O)c(N3CCCCC3)nc2c1	i	-0.4
O=C(NNC(=O)c1cccc(-n2cnnn2)c1)c1ccccc1	-2.2	4.7
CCS(=O)(=O)Nc1cccc(-c2nc3cccnc3s2)c1	-15.2	4.0
COc1ccccc1N1CCN(C(=O)CSc2nc(-c3ccco3)cc(C(F)(F)F)n2)CC1	-0.3	3.7
CN(C)S(=O)(=O)N(CC(=O)NCCSCc1ccccc1)c1ccccc1	-2.9	2.0
NS(=O)(=O)c1ccc(CCNC(=O)CCCCCn2c(=S)[nH]c3ccc(Br)cc3c2=O)cc1	-12.2	-1.8
CCn1c(=O)c(=O)[nH]c2c(=O)oc3ccc(S(=O)(=O)Nc4ccccc4)cc3c21	-4.9	0.2
CCn1c(=O)c(-c2nc3ccccc3[nH]2)c(O)c2ccccc21	-12.9	2.2
O=C(CNC(=O)/C=C/c1ccccc1)N=Nc1c(O)n(Cc2ccccc2)c2ccccc12	-1.2	-1.2
COc1ccc(CNC(=O)NC2CCCCC2)cc1	3.2	0.2
CCOC(=O)N1CCN(C(=O)c2cn(CC)c3ccc(S(=O)(=O)N4CCCCC4)cc3c2=O)CC1	-17.9	-0.7
(further entries)
SMILES	RAD52 inh	ERAP1 inh
CN(C(=O)CCc1nnc(CCCCc2ccccc2)o1)C1CC(C)(C)NC(C)(C)C1	1.4	-1.9
CN1CCN(c2nc(-c3ccccc3)ncc2S(=O)(=O)c2ccccc2)CC1	10.1	18.7
CCC(C)NC(=O)c1nc2c(nnn2Cc2ccccc2Cl)c(=O)[nH]1 (stereo not drawn)	-11.4	2.3
O=C(Cc1ccccc1)NCC(=O)N/N=C/c1cccnc1	-10.7	1.4
CC(C)NC(=O)N[C@H]1C[C@@H]2O[C@@H](CO)CC[C@@H]2O[C@@H]1CCc1ccc(-c2ccc(F)cc2)cc1	-1.9	-2.0
Cc1ccc(S(=O)(=O)N2CCCCC2)cc1NC(=O)CCOc1ccccc1	-14.3	0.5
O=C(CSc1nnnn1C1CCCC1)NCc1cccs1	-7.8	0.9
O=C(CCC(=O)OCc1cccc([N+](=O)[O-])c1)Nc1ccc(F)cc1	-1.8	-2.9
CC(=O)N1CCc2ccc(S(=O)(=O)N3CCc4ccccc43)cc21	3.9	1.2
O=C(Nc1ccc(F)cc1)c1ccccc1S(=O)(=O)c1ccccc1[N+](=O)[O-]	-5.5	-2.3
COc1ccc(CNC(=O)C2(C)Cc3ccccc3C(=O)O2)cc1 (stereo not drawn)	6.2	-4.2
CCOC(=O)c1ccc(NC(=O)N2CCN(C(=O)c3ccco3)CC2)cc1	-6.8	4.1
Cc1ccc(NC(=O)c2cc(=O)c3ccccc3o2)c(C)c1	-7.4	0.9
CC(CN1CCOCC1)OC(=O)c1ccccc1 (stereo not drawn)	-21.6	1.1
CC(=O)Nc1ccc(S(=O)(=O)NC2(C(F)(F)F)C(=O)Nc3c2c(=O)[nH]c(=O)n3Cc2ccco2)cc1 (stereo not drawn)	-4.1	-0.7
c1cc2c(cnc3cscc32)s1	-4.8	3.5
CC(=O)Nc1ccc(S(=O)(=O)NC2CC(=O)N(c3ccc4c(c3)OCCO4)C2)cc1 (stereo not drawn)	-13.1	-0.1
COc1ccc(NC(=O)CN(C)C(=O)Cn2c(=O)oc3ccccc32)cc1	-13.7	2.7
O=C(CN1CCN(c2cccc(Cl)c2)CC1)Nc1nccs1	-13.2	11.6
CCOC(=O)c1cc(CC)sc1NC(=O)C1CC(=O)NN1Cc1ccccc1 (stereo not drawn)	-14.3	0.7
Cc1ccc(/C=N/NC(=O)c2ccoc2C)s1	-7.1	-1.5
Cc1cccc(/C(N)=N/OC(=O)COc2ccccc2Cl)c1	0.0	2.2
CCN(CC)c1ccc(C(=O)N/N=C/c2ccc(OC)cc2OC)cc1	-11.3	-0.7
Cc1cc(C)cc(NC(=O)COC(=O)c2cc(=O)[nH]c(=O)[nH]2)c1	-6.1	-1.1
COc1ccc(OC)c(C2/C(=C(/O)c3ccccc3)C(=O)C(=O)N2Cc2ccco2)c1 (stereo not drawn)	0.1	0.3
Cc1ccc(C(O)c2cccnc2)o1 (stereo not drawn)	-4.5	-0.1
CC(C)(O)C#Cc1ccc(C(=O)N2CCN(c3ccccc3)CC2)cc1	2.6	1.8
Cc1ccc(C)c(S(=O)(=O)N2CCCC2CNC(=O)c2ccc([N+](=O)[O-])cc2)c1 (stereo not drawn)	-1.4	-0.6
CCOC(=O)CC1C(=O)NCCN1C(=O)c1sc2ccccc2c1Cl (stereo not drawn)	-9.8	19.8
O=C(OCc1nnc(-c2ccc(Br)cc2)o1)c1cncc(Br)c1	-13.8	1.9
NS(=O)(=O)c1ccc2nc(NC(=O)c3ccncc3)sc2c1	-15.6	-0.1
Cc1cccc(C)c1N(CC(=O)N/N=C/c1cc(Br)c(C)o1)S(C)(=O)=O	4.9	0.1
COC(=O)c1cn(NC(=O)/C=C/c2cccc(OC)c2OC)c(=O)c2ccccc12	-13.0	-0.6
Cc1ccc(Nc2nc(-c3ccc(O)c(O)c3)cs2)nc1	-17.9	2.1
O=C(NCC1CCCO1)c1cc(-c2ccncc2)nc2ccccc12 (stereo not drawn)	-8.8	-2.2
CCn1c(CNC(=O)c2ccco2)nnc1SCC(=O)Nc1cccc(F)c1	-7.0	-4.4
CC(=O)c1sc2nsc(SCCN3CCCC3)c2c1N	6.7	3.0
Cc1ccc(O)c(C(=O)c2cc(C(=O)NCCc3ccccc3)c(=O)n(CCc3ccccc3)c2)c1	-55.2	-2.8
COC(=O)CC1c2cc(OC)c(OC)cc2CC(=O)c2cc(OC)c(OC)cc21 (stereo not drawn)	-10.0	-0.8
CCC(C)N1C(=S)SC(C)(C)C1N(O)C(=O)NC1CCCCC1 (stereo not drawn)	-7.0	-3.8
CCOP(=O)(OCC)C(Nc1cccc([N+](=O)[O-])c1)c1ccccc1 (stereo not drawn)	-8.2	-3.0
COc1ccc(C(=O)CN2C(=O)NC3(CCc4ccccc43)C2=O)c(OC)c1 (stereo not drawn)	-4.6	0.9
Cc1ccc(/C=N/NC(=O)CNC(=O)c2cccc([N+](=O)[O-])c2C)o1	-2.3	-1.9
Fc1ccc(NC(=S)Nc2ccc(Cl)cc2)cc1	-5.2	-2.2
Nc1cc(C(=O)OCC(=O)NCc2ccc(F)cc2)ccc1Cl	-31.9	-0.8
Cc1ccnc(NC(=O)Cn2ccc([N+](=O)[O-])n2)c1	3.3	-2.2
Cc1cccc2cc(/C=N/Nc3ccc(C(=O)O)cc3)c(Cl)nc12	-36.8	-5.2
CC(=O)c1ccc(Cc2ccc(C(C)=O)cc2)cc1	6.4	-1.4
Cc1ccc(SCC(=O)NC2CC3CCC(C2)N3C)cc1 (stereo not drawn)	-0.7	-3.8
O=C(O)CCNC(=O)/C(=C/C=C/c1ccccc1)NC(=O)c1ccccc1	-15.3	-1.9
CCCSc1nc2cc(C)c(C)cc2n1CC(C)O (stereo not drawn)	-4.1	-1.7

The list is partial (hit frequency here may not be typical).
